Source: PubChem
D1 ag: agonists of human D1 dopamine receptor. P21728. HEK293 T-REx D1 cells, calcium flux, agonist mode. activation, % at 2 µM. 360,000 tested, 1% active. AID 504660; further: 0% is about no effect
Target sequence (P21728 whole entry, looked up): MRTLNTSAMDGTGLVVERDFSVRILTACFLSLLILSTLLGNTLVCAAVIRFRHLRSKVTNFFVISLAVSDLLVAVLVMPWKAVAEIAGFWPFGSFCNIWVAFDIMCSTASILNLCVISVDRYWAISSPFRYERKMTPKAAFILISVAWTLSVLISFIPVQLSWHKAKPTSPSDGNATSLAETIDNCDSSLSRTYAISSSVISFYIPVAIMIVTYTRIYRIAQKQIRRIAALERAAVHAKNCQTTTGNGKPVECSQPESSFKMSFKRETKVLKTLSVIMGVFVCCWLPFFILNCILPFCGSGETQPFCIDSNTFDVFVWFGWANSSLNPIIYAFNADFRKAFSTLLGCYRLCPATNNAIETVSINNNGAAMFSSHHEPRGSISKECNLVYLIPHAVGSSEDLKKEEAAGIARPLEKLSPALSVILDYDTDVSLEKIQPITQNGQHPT
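Tetracycline-induced HEK293 TREx D1 cells, force-coupled to calcium signalling, were dye-loaded with a no-wash calcium kit. Compound was pin-added after a 10 s baseline. Fluorescence was read kinetically at 1 cycle/s for 180 s, with calcium rises flagged as agonism.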
D2 antagonist: antagonists of human D2 dopamine receptor. P14416. HEK293 TREx D2 cells, calcium flux, dopamine EC80. inhibition, % at 10 µM. 340,000 tested, 2% active. AID 485344; in the data active means inhibition above about 30%; further: 0% is about no effect
Target sequence (P14416 whole entry, looked up): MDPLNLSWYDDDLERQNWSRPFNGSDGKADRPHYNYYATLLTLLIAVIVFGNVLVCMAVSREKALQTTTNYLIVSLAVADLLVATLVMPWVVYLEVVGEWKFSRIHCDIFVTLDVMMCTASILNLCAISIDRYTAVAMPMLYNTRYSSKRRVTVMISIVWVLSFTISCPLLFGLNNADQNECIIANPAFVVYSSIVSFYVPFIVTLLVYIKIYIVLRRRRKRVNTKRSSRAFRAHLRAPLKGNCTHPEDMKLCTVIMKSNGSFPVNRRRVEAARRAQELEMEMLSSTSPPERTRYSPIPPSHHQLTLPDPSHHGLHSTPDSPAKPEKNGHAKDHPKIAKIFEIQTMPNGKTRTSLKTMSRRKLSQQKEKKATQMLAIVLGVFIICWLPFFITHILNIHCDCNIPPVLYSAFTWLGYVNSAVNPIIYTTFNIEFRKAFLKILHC
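Read-out: kinetic calcium fluorescence (1 cycle/s) in inducible HEK293 T-REx D2 cells after an EC80 dopamine addition that followed 180 s compound preincubation. Loss of the dopamine response indicates antagonism.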
TRHR enhancer: TRH receptor (human) allosteric enhancement. AID 493056. TRHR cells, fluo-8 calcium fluorescence, EC20 TRH enhancement. 360,000 tested, 0.66% active. enhancement, % at 2 µM. P34981; in the data active means enhancement above about 30%; further: 0% is about no effect
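TRHR-expressing cells loaded with fluo-8 calcium dye were read kinetically (ex 480/em 530) during compound addition, then stimulated with an EC20 of TRH (10 nM final). Enhancement of the Gq-mediated intracellular calcium response was scored.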
D2 ag: activates the human D2 dopamine receptor; 340,000 tested, 0.53% active; activation, % at 2 µM; P14416; AID 485358; HEK293 T-REx D2 cells, calcium flux agonist mode;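 active means activation over 3 SD above normal in the single-dose calcium agonist read, cut at about 30% in these data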; further: 0% is about no effect
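In this primary screen, compounds producing a positive calcium signal within 180 s of addition to tetracycline-induced, force-coupled HEK293 Trex D2 cells are flagged; cells are dye-loaded with a no-wash calcium kit beforehand.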
TRHR ag: activates the human TRH receptor | P34981 | TRHR cells, calcium flux fluo-8, FDSS agonist mode | activation, % at 2 µM | 360,000 tested, 0.18% active | AID 493084; further: 0% is about no effect
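Steps: seed TRHR cells overnight; add fluo-8 no-wash Ca dye, RT 30 min–1.5 h; record 10 s baseline; pin-transfer compounds; monitor fluorescence 1 cycle/s for the agonist window. Calcium increases flag candidate agonists.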
D1 potentiator: potentiators of human D1 dopamine receptor. P21728. 360,000 tested, 0.036% active. HEK293 TREx D1 cells, calcium flux, dopamine EC20 potentiation. potentiation, % at 10 µM; in the data active means potentiation above about 30%; further: 0% is about no effect
D2 potentiator: positive allosteric modulators of human D2 dopamine receptor; potentiation, % at 10 µM; HEK293 T-REx D2, calcium flux, EC20 dopamine potentiation; P14416; 340,000 tested, 0.34% active;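 active means potentiation over 3 SD above the plate norm, cut at about 30% in these data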; further: 0% is about no effect
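Tetracycline-induced HEK293 T-REx cells force-coupled to calcium signalling expressed D2; compounds were pin-added after a 10 s baseline, read kinetically 180 s, then an EC20 dopamine challenge followed with a further 180 s calcium read.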
RXFP1 antag: antagonists of human relaxin receptor RXFP1; AID 1259400; HEK293-RXFP1, relaxin-stimulated cAMP HTRF, 30 min; active compounds read low; activity change, negative = inhibition, % at 57.5 µM; 350,000 tested, 0.59% active; Q9HBX9;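 active means activity change of -60% or lower, but not beyond a set lower limit; inconclusive means change between -60% and -40%, or beyond the set limit; inactive means change above -40%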; further: on the % scale 0 is the no-effect control and ±100 the full control effect
D1 antag: blocks dopamine activation of the human D1 receptor. HEK293 TREx D1 cells, calcium flux, dopamine EC80; active compounds read low. activity change, negative = inhibition, % at 10 µM. AID 504652. 360,000 tested, 3.2% active; in the data active means activity change below about -30%; further: on the % scale 0 is the no-effect control and ±100 the full control effect
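Allosteric or orthosteric antagonism assessed as attenuation of the calcium response to EC80 dopamine, added 180 s after compound, in induced HEK293 Trex D1 cells loaded with no-wash calcium dye.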
* = called active by the depositor; ? = inconclusive; · = no result given. Unless noted, no stated cut-off is given here; in the data, active means activation above about 30%; inactive means the rest.

SMILES	D1 ag	D2 antagonist	TRHR enhancer	D2 ag	TRHR ag	D1 potentiator	D2 potentiator	RXFP1 antag	D1 antag
COc1ccc(NC(=O)Cn2cc(C(=O)c3ccc(C)c(C)c3)c(=O)c3cc(OC)ccc32)cc1	3.1	·	5.5	·	0.5	-0.6	-19.3	·	3.3
Cc1ccc(CNc2ncnc3c2nnn3C)cc1	1.0	·	-5.1	-0.6	-0.1	1.6	-11.0	-2.3	·
CC1CCCC(C)N1/N=C/c1ccc(O)cc1 (stereo not drawn)	0.8	8.8	8.6	-0.4	0.5	-5.2	3.8	-8.5	11.0
Cc1cc(C)nc(N/N=C/c2c(C)oc3ccccc23)n1	2.9	-3.8	1.3	1.1	-1.2	-3.6	-4.2	-8.9	-6.0
COc1ccc(OCC(=O)Nc2ccc(O)c(-c3nc4ccccc4s3)c2)cc1	2.7	·	0.1	·	0.5	1.4	5.0	3.5	-2.8
CCCCCCCC(=O)Nc1cc(C(=O)NCc2ccc(C)cc2)ccc1N1CCC2(CC1)CC(c1cccc(Br)c1)=NO2	0.5	-4.8	-4.8	0.8	0.6	-3.8	17.8	·	-17.5
CCC1CCCCN1C(=O)N[C@@H](Cc1ccccc1)C(=O)O (stereo partly drawn)	1.7	0.3	-1.0	-0.2	-0.3	-2.5	-4.9	17.4	2.8
Cc1cc(C)cc(NC(=S)NC(=O)CCN2C(=O)c3ccccc3C2=O)c1	2.4	-13.1	3.3	0.4	-0.3	4.7	12.5	-3.2	5.0
O=C(NCCO)c1scc2c1OCCO2	3.8	-7.4	-3.8	3.0	0.2	8.6	12.9	-2.9	7.1
O=C(Nc1ccc(S(=O)(=O)N2CCCCC2)cc1)c1ccc(CN2CCOCC2)cc1	19.8	·	-4.4	·	2.5	-7.7	42.3*	-15.6	0.0
COC(=O)c1cccc(NC(=O)c2cc(OC)c(OC)c(OC)c2Br)c1	5.4	-8.6	11.6	-0.3	-0.4	4.3	12.9	-27.1	-6.7
CC1=CC(c2ccccc2)n2nnnc2N1 (stereo not drawn)	4.6	-9.1	4.0	-0.6	-1.2	-5.0	-8.7	4.9	-34.8*
O=C(Nn1cnnc1)c1ccncc1	0.8	9.1	-3.0	-0.2	0.0	3.7	-4.1	-6.9	-10.5
Cc1cc(C(=O)NNC(=O)c2ccc(Cl)cc2)c2ccccc2n1	0.9	-13.7	-0.3	0.1	-0.4	7.7	-17.7	-1.4	3.1
O=C(CSc1nnc(-c2ccccn2)n1Cc1ccco1)c1ccc(-c2ccccc2)cc1	2.5	-9.4	-2.8	0.2	0.4	-5.8	0.3	9.2	-89.6*
CCOc1ccc(CCNC(=O)c2cnc(C)cn2)cc1OCC	4.1	1.8	15.5	0.2	0.7	-13.0	6.5	-3.6	26.7
CCOC(=O)CSc1nnc(Cn2c(=O)sc3ccccc32)n1-c1ccccc1C	2.0	-5.3	0.6	-0.2	-0.7	2.5	6.1	9.1	9.5
COc1ccc(C(=S)N2CCOCC2)cc1OS(=O)(=O)c1ccc(Br)cc1	3.6	7.2	0.3	0.2	0.0	15.4	13.5	2.3	6.4
CN(C)CCNc1c2c(nc3nnnn13)CCCC2	1.0	19.2	0.7	0.0	0.4	-14.2	-5.3	1.9	-27.9
Cc1c(NC(=O)CSCc2c(F)cccc2Cl)c(=O)n(-c2ccccc2)n1C	0.1	-23.1	-1.7	-0.3	-0.6	5.8	8.0	3.3	4.1
CC(=O)c1ccc(N2CCN(S(=O)(=O)c3cccc4nonc34)CC2)cc1	4.6	-12.6	-0.4	-0.1	0.5	0.6	-0.7	3.3	-14.2
CC(=O)Cn1cnc2c(cnn2-c2ccc(C)c(C)c2)c1=O	8.8	3.1	-2.0	0.6	-0.5	2.0	-9.6	-4.9	-11.9
C/C(NC(=O)c1ccccc1F)=C1\C(=O)C[C@@H]2[C@H]1C2(C)C	0.6	0.5	-5.9	0.5	-0.9	-1.1	7.0	-10.6	-17.0
O=C(NC1CCN(S(=O)(=O)c2ccc(F)cc2)CC1)c1ccc(F)cc1	3.6	3.0	-3.8	0.1	-0.3	0.5	-4.4	-5.0	5.6
CCSc1nc(=O)c2c(n1C)NC(=O)CC2c1ccc(O)cc1OC (stereo not drawn)	2.2	·	-6.5	-1.6	0.6	-1.0	8.9	-0.5	2.3
O=C1CSC(c2cccnc2)N1CC1CC1 (stereo not drawn)	1.4	-3.7	-2.0	1.4	0.6	2.4	1.4	1.0	3.3
COc1ccccc1NC(=O)CSc1nnnn1Cc1ccccc1	1.0	8.3	-6.8	0.4	-1.8	-7.0	-6.2	20.7	-16.2
CCC(=O)N1c2ccccc2NC2=C(C(=O)CCC2)C1c1cccnc1 (stereo not drawn)	2.4	-8.9	-5.0	0.8	0.1	-2.8	-5.6	-3.5	-0.8
Cn1c(=O)c2c(ncn2CC(=O)N/N=C/C=C/c2ccccc2)n(C)c1=O	4.5	·	8.8	·	-0.5	8.3	2.6	-3.6	3.9
O=C(CSc1nnc(-c2cccs2)n1-c1ccccc1)N1CCN(C(=O)c2ccco2)CC1	3.1	-3.2	-14.1	-1.8	-0.5	-5.6	-0.9	·	10.1
Cc1ccc(C)c(N=C2NC(=O)CS2)c1	-0.1	4.9	0.5	-1.0	-0.2	2.3	-3.7	4.3	7.9
COCC1CCN(C(=O)c2cc(COc3ccc(-n4cncn4)cc3)on2)CC1	2.0	2.8	-5.3	-0.4	-0.5	-1.0	11.4	2.8	-35.6*
CCOC(=O)C1=C(C)N(C)C(C)=C(C(=O)OCC)C1c1cccnc1	0.2	17.4	-3.2	0.9	-0.3	2.6	·	6.6	10.7
CCOC(=O)c1ccc(NC(=O)CCc2ccc(CC)o2)cc1	12.4	16.7	-2.9	-1.8	0.3	-5.5	-0.3	?	-29.2
COc1ccc(S(=O)(=O)N(Cc2ccccc2)Cc2nc(-c3ccccc3)no2)cc1	18.7	-0.9	-6.6	4.3	3.3	-8.5	-11.1	-5.4	-0.5
N/C(=N\OC(=O)C(c1ccccc1)c1ccccc1)c1cccnc1	1.0	-6.7	15.7	0.0	1.3	0.0	6.7	-37.0	27.7

15 of the compounds above, bar-delimited.
Molecule | D1 ag | D2 antagonist | TRHR enhancer | D2 ag | TRHR ag | D1 potentiator | D2 potentiator | RXFP1 antag | D1 antag
CCOC(=O)CSc1nnc(Cn2c(=O)sc3ccccc32)n1-c1ccccc1C | 2.0 | -5.3 | 0.6 | -0.2 | -0.7 | 2.5 | 6.1 | 9.1 | 9.5
COc1ccc(C(=S)N2CCOCC2)cc1OS(=O)(=O)c1ccc(Br)cc1 | 3.6 | 7.2 | 0.3 | 0.2 | 0.0 | 15.4 | 13.5 | 2.3 | 6.4
CN(C)CCNc1c2c(nc3nnnn13)CCCC2 | 1.0 | 19.2 | 0.7 | 0.0 | 0.4 | -14.2 | -5.3 | 1.9 | -27.9
Cc1c(NC(=O)CSCc2c(F)cccc2Cl)c(=O)n(-c2ccccc2)n1C | 0.1 | -23.1 | -1.7 | -0.3 | -0.6 | 5.8 | 8.0 | 3.3 | 4.1
CC(=O)c1ccc(N2CCN(S(=O)(=O)c3cccc4nonc34)CC2)cc1 | 4.6 | -12.6 | -0.4 | -0.1 | 0.5 | 0.6 | -0.7 | 3.3 | -14.2
CC(=O)Cn1cnc2c(cnn2-c2ccc(C)c(C)c2)c1=O | 8.8 | 3.1 | -2.0 | 0.6 | -0.5 | 2.0 | -9.6 | -4.9 | -11.9
C/C(NC(=O)c1ccccc1F)=C1\C(=O)C[C@@H]2[C@H]1C2(C)C | 0.6 | 0.5 | -5.9 | 0.5 | -0.9 | -1.1 | 7.0 | -10.6 | -17.0
O=C(NC1CCN(S(=O)(=O)c2ccc(F)cc2)CC1)c1ccc(F)cc1 | 3.6 | 3.0 | -3.8 | 0.1 | -0.3 | 0.5 | -4.4 | -5.0 | 5.6
CCSc1nc(=O)c2c(n1C)NC(=O)CC2c1ccc(O)cc1OC (stereo not drawn) | 2.2 | · | -6.5 | -1.6 | 0.6 | -1.0 | 8.9 | -0.5 | 2.3
O=C1CSC(c2cccnc2)N1CC1CC1 (stereo not drawn) | 1.4 | -3.7 | -2.0 | 1.4 | 0.6 | 2.4 | 1.4 | 1.0 | 3.3
COc1ccccc1NC(=O)CSc1nnnn1Cc1ccccc1 | 1.0 | 8.3 | -6.8 | 0.4 | -1.8 | -7.0 | -6.2 | 20.7 | -16.2
CCC(=O)N1c2ccccc2NC2=C(C(=O)CCC2)C1c1cccnc1 (stereo not drawn) | 2.4 | -8.9 | -5.0 | 0.8 | 0.1 | -2.8 | -5.6 | -3.5 | -0.8
Cn1c(=O)c2c(ncn2CC(=O)N/N=C/C=C/c2ccccc2)n(C)c1=O | 4.5 | · | 8.8 | · | -0.5 | 8.3 | 2.6 | -3.6 | 3.9
O=C(CSc1nnc(-c2cccs2)n1-c1ccccc1)N1CCN(C(=O)c2ccco2)CC1 | 3.1 | -3.2 | -14.1 | -1.8 | -0.5 | -5.6 | -0.9 | · | 10.1
Cc1ccc(C)c(N=C2NC(=O)CS2)c1 | -0.1 | 4.9 | 0.5 | -1.0 | -0.2 | 2.3 | -3.7 | 4.3 | 7.9

(more compounds)
SMILES	D1 ag	D2 antagonist	TRHR enhancer	D2 ag	TRHR ag	D1 potentiator	D2 potentiator	RXFP1 antag	D1 antag
COc1cc(C2C(C(=O)C(C)(C)C)=C(O)C(=O)N2Cc2ccccc2)ccc1O (stereo not drawn)	2.1	15.9	-1.7	0.2	1.3	6.8	-7.4	4.4	-10.8
Cc1ccc(CNC(=O)c2ccc(N3CCCC3)c(NC(=O)Nc3ccc(F)c(Cl)c3)c2)cc1	-0.1	·	-1.4	-0.7	0.1	-0.5	-0.2	-29.9	8.0
CCCCN(C(=O)c1ccc(Cl)c([N+](=O)[O-])c1)c1c(N)n(CCC)c(=O)[nH]c1=O	1.9	3.8	8.6	-0.5	0.1	-0.1	-3.8	-8.9	12.1
O=C(CN(c1ccc(Br)cc1)S(=O)(=O)c1ccc(Cl)c([N+](=O)[O-])c1)NCCc1ccccc1	1.9	-3.2	-3.6	1.1	0.1	-5.8	5.2	-22.6	-10.4
CC(C)C(=O)NC(=S)Nc1ccccc1C(F)(F)F	3.4	-14.3	-2.6	0.5	0.8	8.0	6.2	2.2	39.9
COc1ccc(-c2cc(C(=O)NNC(=O)c3csc(N4CCOCC4)n3)c3ccccc3n2)cc1OC	1.3	-2.9	4.0	-0.3	-0.1	-5.8	-1.8	24.6	0.1

Compounds were not picked by outcome; overall some 7.1% were active at least once.
